Bioassay records from PubChem BioAssay.
M1 antag: human M1 muscarinic receptor antagonists, primary screen, CHO-K1 cells, Fluo-8 calcium fluorescence, 1536-well; Muscarinic acetylcholine receptor M1 (Homo sapiens), P11229; CHO-K1 hM1, ACh EC80 antagonist; inhibition, % at 3 µM; hit rate 1.3% among 360,000;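 active = percent inhibition above its own plate's cutoff, namely the mean of that plate's compound wells plus 3 SD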;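 also: peak over basal fluorescence ratio during 140 s after agonist addition; 0% = ACh EC80 plus DMSO and 100% = DMSO alone without agonist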
M5 PAM: human M5 muscarinic receptor positive allosteric modulators, primary screen, CHO-K1 cells, Fluo-8 calcium fluorescence. hit rate 0.3% among 360,000. Muscarinic acetylcholine receptor M5 (Homo sapiens), P08912. activation, % at 3 µM. CHO-K1 hM5, ACh EC20 PAM; 0% = ACh EC20, 100% = ACh EC100;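 active = activation above the run cutoff, the mean activation of all test compounds plus 3 SD, cut at about 18% in these data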
Target sequence (P08912 whole entry, looked up): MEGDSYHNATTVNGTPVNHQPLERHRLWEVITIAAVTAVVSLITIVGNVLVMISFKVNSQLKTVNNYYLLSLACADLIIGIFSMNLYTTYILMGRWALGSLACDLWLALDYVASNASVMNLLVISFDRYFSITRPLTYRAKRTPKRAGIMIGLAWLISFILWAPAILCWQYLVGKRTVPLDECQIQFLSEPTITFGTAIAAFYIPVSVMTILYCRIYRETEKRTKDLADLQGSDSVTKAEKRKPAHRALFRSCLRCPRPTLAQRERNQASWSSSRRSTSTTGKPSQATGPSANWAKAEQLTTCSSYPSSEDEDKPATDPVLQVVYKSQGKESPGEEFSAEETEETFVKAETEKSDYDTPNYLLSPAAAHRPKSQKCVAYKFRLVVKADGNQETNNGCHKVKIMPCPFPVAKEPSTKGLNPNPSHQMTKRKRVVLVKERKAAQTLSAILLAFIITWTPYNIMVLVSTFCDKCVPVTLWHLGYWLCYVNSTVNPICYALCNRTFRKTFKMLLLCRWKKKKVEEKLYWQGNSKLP
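System – CHO-K1 hM5 cells · Compound – 3 µM, single dose · Incubation – compound preincubation 140 s before EC20 acetylcholine addition · Technique – Fluo-8 calcium fluorescence · Measure – Max/basal fluorescence ratio as % of EC20–EC100 ACh window · Benchmarks – low control EC20 acetylcholine (0%), high control EC100 acetylcholine (100%) · Replication – singlicate, one well per test compound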
M1 ag: human M1 muscarinic receptor agonists, primary screen, Fluo-8 calcium fluorescence, CHO-K1 cells, HTS | Muscarinic acetylcholine receptor M1 (Homo sapiens), P11229 | CHO-K1 hM1, agonist mode; 0% DMSO, 100% acetylcholine EC100 | activation, % at 3 µM | hit rate 0.33% among 360,000 | AID 588814, 2011;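 active = activation above the run's mean compound activation plus 3 SD, cut at about 16% in these data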;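 also: peak over basal fluorescence ratio within a 140 s kinetic read after compound addition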
TAAR1 agonist: human TAAR1 agonists, primary screen, Fluo-8 calcium fluorescence, CHO RD-HGA16 cells; Trace amine-associated receptor 1 (Homo sapiens), Q96RJ0; activation, % at 3 µM; hit rate 0.99% among 360,000; vehicle wells 0%, saturating PEA agonist 100%;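 active = activation above the mean activation of all test compounds in the run plus 3 SD, cut at about 38% in these data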
Target sequence (Q96RJ0 whole entry, looked up): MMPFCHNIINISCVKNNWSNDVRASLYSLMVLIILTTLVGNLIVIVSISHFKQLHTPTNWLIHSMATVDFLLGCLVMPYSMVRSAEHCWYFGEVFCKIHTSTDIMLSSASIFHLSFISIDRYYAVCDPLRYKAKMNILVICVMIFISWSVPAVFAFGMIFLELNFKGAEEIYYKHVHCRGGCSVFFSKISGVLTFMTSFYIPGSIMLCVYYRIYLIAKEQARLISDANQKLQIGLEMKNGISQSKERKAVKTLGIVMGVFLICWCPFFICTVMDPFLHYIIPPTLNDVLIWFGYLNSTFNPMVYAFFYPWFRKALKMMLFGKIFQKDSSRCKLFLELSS
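Test system: RD-HGA16 (CHO) cells co-expressing Gα16 and hTAAR1 | Doses: Single dose, 3 µM | Schedule: 17-24 h seeding, 75 min 37 °C dye, 30 min RT | Evaluation: % activation from peak over basal fluorescence ratio, DMSO-to-PEA scaled | Technique: Kinetic Fluo-8 calcium fluorescence | Benchmarks: Low control DMSO, high control PEA (EC100)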
M1 PAM: human M1 muscarinic receptor positive allosteric modulators, primary screen, CHO-K1 cells, Fluo-8 calcium fluorescence, 1536-well. Muscarinic acetylcholine receptor M1 (Homo sapiens), P11229. CHO-K1 hM1, ACh EC20; 0% = ACh EC20, 100% = maximal ACh. activation, % at 3 µM. hit rate 0.088% among 360,000. AID 588819, 2011; in the data active = activation above about 19%, passing the limit was not always enough
CHRM4 antagonist: human M4 muscarinic receptor antagonists, primary screen, CHO cells, Fluo-8 calcium fluorescence; CHO-hM4 cells, ACh EC80; inhibition, % at 3 µM; hit rate 0.73% among 360,000; AID 624125, 2012;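 active = inhibition above its plate's cutoff, the mean inhibition of sample wells plus 3 SD, cut at about 27% in these data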;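 also: 0% = acetylcholine EC80 with DMSO and 100% = DMSO without agonist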
CHRM5 antagonist: human M5 muscarinic receptor antagonists, primary screen, CHO cells, Fluo-8 calcium fluorescence | CHO-hM5 cells, ACh EC80 | inhibition, % at 3 µM | hit rate 0.59% among 360,000;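 active = inhibition above a per-plate cutoff, the mean of that plate's test compounds plus 3 SD, cut at about 27% in these data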;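 also: 0% = acetylcholine EC80 with DMSO and 100% = DMSO without agonist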
CHRM5 agonist: human M5 muscarinic receptor agonists, primary screen, CHO-K1 cells, Fluo-8 calcium fluorescence | CHO-K1 hM5 cells; 0% DMSO wells, 100% maximal acetylcholine response | activation, % at 3 µM | hit rate 0.19% among 360,000;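 active = activation above the run's mean over test compounds plus 3 SD, cut at about 23% in these data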;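 also: signal is peak over basal fluorescence ratio across the kinetic read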
CHRM4 agonist: human M4 muscarinic receptor agonists, primary screen, CHO-K1 cells, Fluo-8 calcium fluorescence; AID 624127, 2012; activation, % at 3 µM; hit rate 0.14% among 360,000; CHO-K1 hM4/Gqi5; vehicle 0%, full acetylcholine response 100%;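 active = activation above the run mean over all test wells plus 3 SD, cut at about 32% in these data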;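 also: peak over basal fluorescence ratio per well then scaled between controls; 0% = DMSO wells and 100% = acetylcholine at EC100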
* = called active by the depositor; . = no result given. This is a subset. The share of hits here may be higher or lower than overall.

molecule,M1 antag,TAAR1 agonist,CHRM5 agonist,CHRM4 antagonist,M1 ag,CHRM4 agonist,M5 PAM,M1 PAM,CHRM5 antagonist
O=C(c1ccco1)N1CCc2[nH]nc(-c3ccccc3)c2C1,-3,5,0,5,-3,2,-6,1,9
COC(=O)c1ccc(CN2CCCCC2)cc1,26,2,1,-9,27*,2,5,-9,-10
O=C(O)c1ccc2c(c1)C(=O)N(c1ccc(Nc3ccccc3)cc1)C2=O,-13,0,-4,-20,-5,0,7,6,0
Clc1ccc(SCCOCCN2CCCCCC2)cc1,42*,13,-20,17,-7,3,6,-27,-13
Cc1c(NC(=O)Nc2ccc(C#N)cc2)c(=O)n(-c2ccccc2)n1C,2,-1,-2,9,-7,1,-3,4,17
CC(=O)NC(c1ccccc1)c1nc(-c2ccc(C)c(C)c2)cs1 (stereo unspecified),0,5,0,-3,-2,1,-8,5,10
CCC1=Nc2ccccc2NC2=C1C(=O)CCC2,-5,-2,-1,5,-5,1,-3,4,6
Cc1ccc(C2C(C(N)=S)=C(N)OC3=C2C(=O)CC(C)(C)C3)cc1 (stereo unspecified),0,3,0,2,-9,1,6,-1,-5
CCN(CC)S(=O)(=O)c1cc(NC(=O)COc2ccc(C#N)cc2OC)ccc1C,-6,10,0,-3,-5,14,-15,4,17
Cc1ccc(S(=O)(=O)N/N=C2/CC(c3ccccc3)Oc3ccccc32)cc1[N+](=O)[O-] (stereo unspecified),-5,11,-1,-11,-3,-1,6,3,-11
O=C(O)c1cccc(NC(=O)c2cn(-c3ccccc3)nc2-c2ccc(F)cc2)c1,-1,5,-2,-10,-4,0,6,5,8
O=C(NCc1ccco1)/C(=C\C=C\c1ccccc1)NC(=O)c1ccco1,-19,0,-1,5,-2,0,-8,2,8

molecule,M1 antag,TAAR1 agonist,CHRM5 agonist,CHRM4 antagonist,M1 ag,CHRM4 agonist,M5 PAM,M1 PAM,CHRM5 antagonist
Cc1ccsc1C(=O)N/N=C/c1ccc2c(c1)OCO2,2,4,2,-5,1,1,-2,3,-5
COc1cc(C(=O)NC2CC3CCCC(C2)N3Cc2ccccc2)cc(OC)c1OC (stereo unspecified),-8,1,-15,0,-9,0,13,-2,-3
CN(CCc1ccccc1)C(c1cc2ccccc2o1)c1nnnn1C(C)(C)C (stereo unspecified),.,2,1,-2,.,1,-10,.,2
Cc1cc(C(=O)N2CCN(S(=O)(=O)c3ccccc3C#N)CC2)c(C)o1,-2,-1,2,4,-2,1,-6,0,14
O=C(N1CCN(c2ccc(F)cc2)CC1)C12CC3CC(CC(C3)C1)C2,-2,30,2,2,0,1,2,3,-2
O=C(CCc1nc2ccccc2c(=O)[nH]1)OCC(=O)N1CCc2ccccc21,-4,2,-2,1,-5,1,3,6,2
COc1ccccc1NC(=O)C(C)OC(=O)c1nc2nc(C)cc(C)n2n1 (stereo unspecified),-14,1,3,-10,-2,0,1,3,5
Cc1cc(C)c(S(=O)(=O)c2ccccc2)c(OC(=O)c2c(Cl)cc(Cl)cc2Cl)n1,-23,13,-4,-5,-3,-1,2,2,-12
CC(=O)NC1C(OCc2ccccc2)OC2COC(C)(C)OC2C1O (stereo unspecified),0,0,-1,1,-1,1,2,2,7
Cc1ccc(S(=O)(=O)N2CCN(CC(=O)N/N=C\c3ccncc3)CC2)cc1,-13,0,-1,12,-2,1,14,8,5
CCOC(=O)c1ccccc1NC(=O)CSc1ccc(-c2ccccn2)nn1,-7,2,1,-2,-3,2,-7,6,13
CCOC(=O)Cn1cc(/C=N/N2C(=O)C3C4C=CC(C4)C3C2=O)c2ccccc21 (stereo unspecified),0,5,2,-1,-2,0,6,12,-19

molecule,M1 antag,TAAR1 agonist,CHRM5 agonist,CHRM4 antagonist,M1 ag,CHRM4 agonist,M5 PAM,M1 PAM,CHRM5 antagonist
O=C1CCC/C=C/C[C@@H](CC(=O)N(CCO)Cc2ccccc2)C(=O)NC[C@H](c2ccccc2)O1,0,5,-3,0,-8,-1,-11,4,19
CCCc1nnc(-c2cc(OC)c(OC)c(OC)c2)o1,-3,11,1,19,1,-1,-4,0,10
Oc1cccc(/C=N/Nc2ccc(Cl)nn2)c1O,-14,1,-1,-2,-2,2,-2,10,13
COc1ccc2nc(SCC(=O)Nc3ccccc3C#N)[nH]c2c1,-12,6,2,-1,-1,2,-1,9,-3
Cc1c(C(=O)Nc2ccc(-n3cnnn3)cc2)oc2ccccc12,4,9,0,4,-6,2,2,0,-4
NN1C(=O)/C(=C\c2ccco2)SC1=S,4,0,-1,9,-5,0,-7,0,7
CC(/C=N/NC(=O)c1ccc(CN2c3cccc4cccc(c34)S2(=O)=O)cc1)c1ccccc1 (stereo unspecified),-4,6,-2,-10,9,5,-9,11,0
COC(=O)c1cn(Nc2ncc(C(F)(F)F)cc2Cl)c(=O)c2ccccc12,-7,4,-7,-2,-5,-1,-1,1,-3
O=C(c1ccc(NC2=NC3CS(=O)(=O)CC3S2)cc1)N1CCN(c2ccccc2F)CC1 (stereo unspecified),-19,0,2,-7,-1,1,-1,18,3
CCC/C=N/Nc1nnc(Cc2ccccc2)c(=O)[nH]1,-7,-2,-4,-20,-3,0,4,4,-3
CC1(C)C(C=C(Cl)Cl)C1C(=O)N1CCN(Cc2ccccc2)CC1 (stereo unspecified),42*,-1,-17,0,-7,-1,3,-23,14
O=C(NCCOCc1ccccc1)C(c1ccccc1)c1ccccc1,-6,3,-10,-5,-6,2,-1,0,0

Part of the list above in order of formula weight, lowest first:
molecule,M1 antag,TAAR1 agonist,CHRM5 agonist,CHRM4 antagonist,M1 ag,CHRM4 agonist,M5 PAM,M1 PAM,CHRM5 antagonist
NN1C(=O)/C(=C\c2ccco2)SC1=S,4,0,-1,9,-5,0,-7,0,7
CC(/C=N/NC(=O)c1ccc(CN2c3cccc4cccc(c34)S2(=O)=O)cc1)c1ccccc1 (stereo unspecified),-4,6,-2,-10,9,5,-9,11,0
O=C1CCC/C=C/C[C@@H](CC(=O)N(CCO)Cc2ccccc2)C(=O)NC[C@H](c2ccccc2)O1,0,5,-3,0,-8,-1,-11,4,19

The listing continues:
molecule,M1 antag,TAAR1 agonist,CHRM5 agonist,CHRM4 antagonist,M1 ag,CHRM4 agonist,M5 PAM,M1 PAM,CHRM5 antagonist
C=CCNC(=O)C1CC(=O)N(c2ccc(OCC(=O)N3CCCC3)cc2)C1 (stereo unspecified),-5,-1,0,-21,-4,1,-2,3,5
O=C1c2ccccc2C(=O)N1CC1c2ccccc2CCN1C(=O)CN1CCOCC1 (stereo unspecified),2,1,0,-24,-5,6,-8,-8,0
O=C1NC[C@H](CCCCN2CCN(CCC3CCCCC3)C(=O)C2=O)N(CCc2ccc(O)cc2)C1=O,.,5,-1,0,.,1,-1,.,3
Clc1cccc(CNc2ccn3nc(-c4cccc(Cl)c4)cc3n2)c1,-16,6,1,-9,5,4,3,11,-4
Cc1ccc(OCCCC(=O)NC(C)c2ccccc2)cc1 (stereo unspecified),-5,8,-8,-13,-3,0,-3,3,-10
COc1ccc(CC(=O)Oc2cc(C)ccc2C)cc1,1,1,-5,-1,-5,-2,-5,0,0
Cc1cccc2sc(NNC(=O)c3ccc(S(=O)(=O)N4CCCC(C)C4)cc3)nc12 (stereo unspecified),67*,5,3,26,-1,9,-13,-16,7
O=C(CNc1ccccc1Cl)N/N=C1\CCCc2ccccc21,-14,0,1,-10,-1,1,3,11,0
CCOc1ccc(N(CC(=O)NCc2ccccc2)S(C)(=O)=O)cc1,-6,5,0,11,-3,1,-1,6,0
O=C(CN1CCN(c2ccc(F)cc2)CC1)NCC1CCCO1 (stereo unspecified),1,1,-1,6,-2,0,-4,1,4
O=C1CN=C(Nc2cccc(C(F)(F)F)c2)N1C1CCCC1,-28,-4,2,8,-4,0,0,4,-4
COc1ccc(Cn2cccc(NC(=O)Nc3ccc(F)cc3)c2=O)cc1,-2,5,3,-4,-1,2,1,2,3

molecule,M1 antag,TAAR1 agonist,CHRM5 agonist,CHRM4 antagonist,M1 ag,CHRM4 agonist,M5 PAM,M1 PAM,CHRM5 antagonist
COCCNC(=O)C(=O)c1c(-c2ccccc2)[nH]c2ccccc12,-3,0,2,-2,-3,2,-2,4,9
Cc1ccc(/C=C/C(=O)Nc2ccc(S(N)(=O)=O)cc2)o1,-5,3,0,0,0,1,-2,5,1
O=C(/C=C/c1ccccc1)Nc1ccc(NC(=O)c2cccs2)cc1,16,3,2,-5,-3,2,-10,-9,6
Oc1ccc(Br)c(CN2CCN(c3ncc(Cc4ccccc4)cn3)CC2)c1,.,3,-3,-2,.,3,-3,.,-1
O=C(CN1CCOCCOCCN(CC(=O)Nc2ccccc2)CCOCC1)Nc1ccccc1,-13,7,-4,3,-5,1,-1,5,1
COc1oc(-c2ccccc2)nc1C(F)(F)F,-4,6,1,-5,1,0,-1,-4,-1
Nc1ccc2nc(-c3ccc(Cl)cc3)[nH]c2c1,-23,26,-1,-14,-2,1,-4,13,-5
CC(=O)Nc1ccccc1OCC(=O)NC1CCCCC1C (stereo unspecified),-4,5,7,-5,1,3,-2,0,11
Cc1ccc(NC(=O)CN(C)C(=O)C2COc3ccccc3O2)cc1 (stereo unspecified),2,2,-2,-3,-5,0,2,5,12
CCOC(=O)C(CCC#N)(CCC#N)C(=O)OCC,4,2,2,5,-2,0,0,6,-2
CCCCCc1c(-c2ccc(Cl)cc2)ncn1CCc1ccccc1OC,.,28,-1,-10,.,0,0,.,3
